NPY Y1 blocker: NPY-Y1 receptor antagonists, primary screen, cell-based; Neuropeptide Y receptor type 1 (Homo sapiens), P25929; HEK293-CNG Y1 cells, membrane potential fluorescence; NPY at EC95, then isoproterenol; inhibition, % at 3.6 µM; actives 1% (n = 200,000);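 active = inhibition above the campaign mean inhibition of all tested compounds plus 3 SD, cut at about 20% in these data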;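 note: 0% = DMSO wells given NPY plus isoproterenol and 100% = isoproterenol alone without NPY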
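Material: HEK293 Y1/CNG channel cell line | Also added: NPY (25 nM), isoproterenol (1 µM), Ro 20-1724 (25 µM) | Compound: One concentration, 3.6 µM, in 0.4% DMSO | Schedule: 3 h dye uptake, 1 h room-temperature compound, 45 min post-isoproterenol | Signal: Membrane-potential fluorescent dye readout | Read-out: % inhibition of NPY effect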
S1P4 ag: S1P4 receptor agonists, primary screen, cell-based; AID 1509, 2009; activation, % at 4.98 µM; actives 0.35% (n = 220,000); S1P4-expressing cell line, agonist reporter assay; in the data active = activation above about 11%;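 note: 0% = DMSO vehicle and 100% = reference agonist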
Target sequence (O95977 whole entry, looked up): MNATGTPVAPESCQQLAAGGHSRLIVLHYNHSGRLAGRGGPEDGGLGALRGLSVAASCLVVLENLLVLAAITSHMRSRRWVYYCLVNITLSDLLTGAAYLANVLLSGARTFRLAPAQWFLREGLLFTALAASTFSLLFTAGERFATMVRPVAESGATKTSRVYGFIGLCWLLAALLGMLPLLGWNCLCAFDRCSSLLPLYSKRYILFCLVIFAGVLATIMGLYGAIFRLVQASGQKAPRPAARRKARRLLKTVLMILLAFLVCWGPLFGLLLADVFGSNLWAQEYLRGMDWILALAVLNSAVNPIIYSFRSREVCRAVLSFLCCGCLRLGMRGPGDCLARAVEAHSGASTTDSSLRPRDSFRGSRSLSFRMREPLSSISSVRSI
S1P4 antag: S1P4 receptor antagonists, primary screen, cell-based; Sphingosine 1-phosphate receptor 4 (Homo sapiens), O95977; S1P4-expressing cells, antagonist mode, reporter read-out; inhibition, % at 4.98 µM; actives 0.26% (n = 220,000); AID 1510, 2009; in the data active = inhibition above about 29%;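 note: 0% = wells stimulated with agonist and 100% = vehicle wells without agonist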
BaF3 tox: parental Ba/F3 cell viability inhibition, counter-screen for JAK2V617F inhibitor project, murine pro-B, CellTiter-Glo luminescence; CellTiter-Glo ATP luminescence; inhibition, % at 5.6 µM; actives 1.1% (n = 220,000);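 active = inhibition above a per-campaign cutoff, the mean inhibition of all tested compounds plus 3 SD, cut at about 27% in these data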;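 note: 0% = DMSO wells and 100% = JAK Inhibitor I control wells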
Runt-CBFb FRET: inhibitors of RUNX1 Runt–CBFb binding, primary screen, biochemical, FRET, Cerulean-Runt, Venus-CBFb, uHTS; Runt-related transcription factor 1 (Homo sapiens) + Core-binding factor subunit beta …; Cerulean-Runt/Venus-CBFb FRET ratio 530/480, 1 h; inhibition, % at 20 µM; actives 0.46% (n = 220,000);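 active = inhibition over about 50% at 20 µM in the single-dose screen, limit read from the data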;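 note: 0% = DMSO wells and 100% = excess unlabeled CBFb competitor control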
Target sequence (Q01196 whole entry, looked up): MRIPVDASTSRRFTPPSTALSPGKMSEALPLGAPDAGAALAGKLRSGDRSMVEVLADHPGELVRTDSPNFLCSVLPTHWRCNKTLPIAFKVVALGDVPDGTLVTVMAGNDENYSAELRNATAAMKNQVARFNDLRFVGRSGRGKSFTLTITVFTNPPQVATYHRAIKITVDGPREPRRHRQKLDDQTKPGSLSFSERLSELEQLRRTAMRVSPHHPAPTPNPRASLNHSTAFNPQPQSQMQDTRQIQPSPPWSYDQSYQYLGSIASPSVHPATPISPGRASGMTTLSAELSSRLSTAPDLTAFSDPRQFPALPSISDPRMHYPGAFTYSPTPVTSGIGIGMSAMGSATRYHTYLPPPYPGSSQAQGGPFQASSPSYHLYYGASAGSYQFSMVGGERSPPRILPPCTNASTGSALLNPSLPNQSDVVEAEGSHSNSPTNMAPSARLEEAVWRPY
Target sequence (Q13951 whole entry, looked up): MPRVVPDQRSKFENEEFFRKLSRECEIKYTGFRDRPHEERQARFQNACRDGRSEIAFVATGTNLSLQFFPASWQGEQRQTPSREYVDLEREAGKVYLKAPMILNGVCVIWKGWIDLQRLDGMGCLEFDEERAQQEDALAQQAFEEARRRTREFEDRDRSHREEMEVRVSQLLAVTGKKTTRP
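System: Cerulean-labeled Runt domain protein | Quantity: 100 nM of each labeled protein | Schedule: 1 h compound exposure, room temperature | Detection: Fluorescence energy transfer, 422 nm excitation, 530/480 nm emission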
NPY-Y2 PAM-ag: NPY-Y2 potentiators or agonists, primary screen, cell-based; activation, % at 3.6 µM; actives 0.45% (n = 220,000); cells expressing NPY-Y2, potentiator/agonist read-out; Neuropeptide Y receptor type 2 (Homo sapiens), P49146; in the data active = activation above about 27%;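 note: cells stimulated with NPY near EC25 plus isoproterenol at EC100; 0% = vehicle plus submaximal agonist and 100% = vehicle plus saturating agonist; some results beyond the cut were filed as inactive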
Ba/F3 V617F tox: reduced viability of JAK2V617F-dependent Ba/F3 cells, primary screen, JAK2V617F inhibitor project, cell-based, Ba/F3 EpoR-JAK2V617F, luminescence. actives 1.1% (n = 220,000). ATP luminescence. inhibition, % at 5.6 µM;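 active = inhibition above the campaign mean plus 3 SD over all tested compounds, cut at about 24% in these data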;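 note: cytokine-independent growth of Ba/F3 cells driven by EpoR plus mutant JAK2; 0% = DMSO-treated cells and 100% = JAK inhibitor I control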
NPY-Y1 PAM-ag: NPY-Y1 receptor potentiators or agonists, primary screen, cell-based. Neuropeptide Y receptor type 1 (Homo sapiens), P25929. NPY-Y1 expressing cells, potentiator/agonist activation. activation, % at 3.6 µM. actives 0.37% (n = 220,000); in the data active = activation above about 33%, passing the limit was not always enough;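 note: cells stimulated with NPY at EC10 then isoproterenol at EC100; 0% = low agonist plus stimulus and 100% = saturating agonist plus stimulus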
RBBP9 inh: human RBBP9 inhibitors, primary screen, biochemical, fluorescence polarization, FP-Rh probe, HTS | Serine hydrolase RBBP9 (Homo sapiens), O75884 | recombinant RBBP9 | inhibition, % at 7.94 µM | actives 0.2% (n = 220,000) | AID 1515, 2009;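 active = inhibition above the campaign mean of all tested compounds plus 3 SD, cut at about 14% in these data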;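 note: plate controls were DMSO wells with RBBP9 for no effect and wells lacking RBBP9 protein for full effect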
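Test system – recombinant human RBBP9 · Input – RBBP9 2.5 µM in dispensing solution, pre-mixing · Medium – Tris buffer pH 8.0, NaCl, Pluronic · Schedule – preincubation 30 min plus labeling 45 min at 25 °C · Measured by – fluorescence polarization · Measure – % inhibition · Controls – DMSO and no-protein wells · Replicates – one well per compound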
The depositor's hits bear a star; x = not tested or not shown; & = joins results of further samples. Not a hit list; 3.6% or so of the library scored in one or more.

SMILES	NPY Y1 blocker	S1P4 ag	S1P4 antag	BaF3 tox	Runt-CBFb FRET	NPY-Y2 PAM-ag	Ba/F3 V617F tox	NPY-Y1 PAM-ag	RBBP9 inh
COC(=O)c1ccc(OCC2c3cc(OC)c(OC)cc3CCN2C(C)=O)cc1 (centres undefined)	2	0.0	-14	1	0	1	-2	-11	8
O=C(Nc1ccc(F)cc1F)Nc1ccccc1C(=O)NCCN1CCNC1=O	x	-0.2	31*	-1	-2	5	-1	-8	-6
C=CCc1cccc2cc(C(=O)NC)c(=O)oc12	-7	-2.0	12	4	6	4	-4	3	-4
Cc1ccc(N(CC(=O)N2CCc3ccccc32)S(=O)(=O)c2cccs2)cc1	11	0.0	-14	2	2	-2	-3	15	1
CCOC(=O)C1=NOC2C3CC(C12)C1C(=O)N(CCc2ccc(OC)c(OC)c2)C(=O)C31 (centres undefined)	x	-0.9	-16	-1	2	13	-1	12	1
Cc1ccccc1OCC(=O)N/N=C/c1cccc(Oc2ccc([N+](=O)[O-])cc2[N+](=O)[O-])c1	5	0.8	-18	8	3	-1	-1	8	-7
O=C(Nc1ccc2nsnc2c1)c1cccs1	7	0.7	-23	8	5	-3	3	-14	3
Oc1ccc(Cl)cc1CNn1cnnc1	5	3.4	-1	2	10	-7	5	3	-1
CCCCOc1ccccc1NC(=O)c1scc2c1OCCO2	10	1.2	7	5	-2	-30	-2	-28	-12
COc1ccc(S(=O)(=O)N(C)c2ccc(C(=O)N3CCCCC3)cc2)cc1OC	x	-1.7	-1	1	-1	-12	-2	18	-2
CN(CCO)CCOCCOc1cccc2ccccc12	6	1.2	1	3	0	-1	1	-2	-8
O=C1c2cccnc2C(Nc2ccccc2Br)N1Cc1ccco1 (centres undefined)	4	0.8	-5	0	14	-1	2	-12	-9
COc1ccc(C)cc1NC(=O)CN1CCN(S(=O)(=O)c2ccc(Cl)cc2)CC1	8	-0.1	-10	1	-2	2	2	2	-1
O=C(NCc1n[nH]c(=S)n1Cc1ccccc1)c1ccc(Cl)cc1Cl	1	1.5	-20	10	3	6	1	-1	-4
COc1cc2nc(COc3ccccc3[N+](=O)[O-])oc(=O)c2cc1OC	4	1.6	-1	5	2	-22	-1	-16	0
COC(=O)c1ccc(CSc2nccn2C)cc1	-1	-0.3	2	4	-2	0	1	2	-2
Cn1c(C2=C(O)CN(Cc3ccccc3)C2=N)nc2ccccc21	x	-0.1	10	2	-1	-20	-3	6	-9
CCOC(=O)/C(C#N)=C1\C(=O)N(Cc2ccccc2)c2ccccc21	x	-0.5	0	-6	5	-17	-2	28	-2
CC(C)(CO)CNC(=O)c1ccc(OC2CCN(C(=O)C3CC3)CC2)cc1	2	-0.5	2	3	0	0	-3	17	-1
Cc1cc(C)n(CC(O)COc2ccccc2C)n1 (centres undefined)	3	2.2	12	6	0	-1	0	8	-6
Cc1nnc(NC(=O)CSc2nc(CC(C)C)nc3c2c(=O)n(C)c(=O)n3C)s1	1	0.2	-2	2	-3	3	2	2	-7
COC(=O)C1=C(C)N(Cc2cccnc2)C(=O)/C1=C\c1cccs1	0	-1.0	-7	-5	0	2	-4	1	-12
CC(=O)Nc1ccc2c(c1)CN(c1cc(C)ccc1C)CO2	4	-0.2	-11	4	-1	8	1	11	-3
CCOc1cc(C(=S)N2CCN(C)CC2)ccc1OCC(=O)N1CCOCC1	3	0.2	-16	3	1	11	0	-6	-8
O=C(Nc1ccc(Cl)c(Cl)c1)Nc1ccc(N2CCCC2)c(S(=O)(=O)Nc2ccccc2Cl)c1	0	-0.6	-16	0	2	-4	-2	11	0
CCC(=O)Oc1ccc(NC(=O)c2ccco2)cc1	-1	0.0	2	4	0	-13	1	7	-3
CSc1nc(N2CCOCC2)c2c(c1C#N)CC(C)(C)OC2	1	1.8	-9	2	-2	-15	-3	-23	-4
COc1cc(OC)cc(C(=O)N[C@H](C(=O)Nc2ccc(NC(C)=O)cc2)C(C)C)c1	5	-1.1	-14	4	1	-7	-2	-13	9
COc1ccc(N2CCN(C(=O)CN(c3ccccc3)S(=O)(=O)c3ccc(OC)cc3)CC2)cc1	-2	2.4	0	8	1	-5	5	10	-8
O=c1cc(C(F)(F)F)nc(-c2ccccc2)[nH]1	3	1.4	-2	3	0	4	0	-4	-5
CSc1ccc(Cl)c(C(=O)OCC(=O)NCC(C)C)c1	6	0.8	-1	1	2	2	-5	-7	5
C=CCNC(=O)c1ccc(CNS(=O)(=O)c2ccc(NC(C)=O)cc2)cc1	1	-1.9	-3	1	1	-7	1	-35	-7
O=C(COC(=O)C1CCCCC1C(=O)N1CCc2ccccc21)NCc1ccco1 (centres undefined)	14	1.4	-13	4	-1	5	2	4	-8
CCOc1ccccc1N(CC(=O)OC)S(=O)(=O)c1ccccc1	1	-1.7	11	0	3	-4	0	-8	-3
Cc1ccc(C(=O)Oc2coc(CSc3nnc(NC(=O)C4CC4)s3)cc2=O)cc1	4	-0.4	-16	4	1	-12	0	4	-4
Cc1nnc(C)n1/N=C/C=C/c1ccccc1	0	-0.3	10	7	2	-5	7	7	-4

Reprinted from the part before: 3 entries, followed by the next part.
SMILES	NPY Y1 blocker	S1P4 ag	S1P4 antag	BaF3 tox	Runt-CBFb FRET	NPY-Y2 PAM-ag	Ba/F3 V617F tox	NPY-Y1 PAM-ag	RBBP9 inh
CCOc1ccccc1N(CC(=O)OC)S(=O)(=O)c1ccccc1	1	-1.7	11	0	3	-4	0	-8	-3
Cc1ccc(C(=O)Oc2coc(CSc3nnc(NC(=O)C4CC4)s3)cc2=O)cc1	4	-0.4	-16	4	1	-12	0	4	-4
Cc1nnc(C)n1/N=C/C=C/c1ccccc1	0	-0.3	10	7	2	-5	7	7	-4
COc1cc(C)c(S(=O)(=O)N2CCN=C2c2ccccc2)cc1C	8	0.5	-5	3	-2	8	-3	-6	1
COC(=O)CN(Cc1ccco1)S(=O)(=O)c1ccccc1	2	-2.2	-10	5	3	-6	-4	-35	1
CS(=O)(=O)N(CC(=O)N1CCN(c2ccccc2)CC1)c1cc(C(F)(F)F)ccc1Cl	5	-1.7	4	4	-1	-1	1	-6	2
NC1=NS(=O)(=O)NC1c1cccc(F)c1 (centres undefined)	8	1.2	-11	4	0	1	-3	-8	1
COc1ccc(-n2c(N)c(C(=O)NCc3ccco3)c3nc4ccccc4nc32)c(OC)c1	4	2.3	11	9	40	-1	4	-17	-2
CCCN(Cc1cc2cc(OC)ccc2[nH]c1=O)C(=O)c1ccncc1	0	0.0	0	7	-1	-3	3	-3	4
O=C(NC1CCCCC1)c1nc2c(nnn2Cc2ccccc2Cl)c(=O)[nH]1	18	-2.9	-12	0	-3	14	-4	-20	0
Cc1ccc(-c2nnc(NCc3nc4ccccc4[nH]3)c3ccccc23)cc1S(=O)(=O)N1CCCCC1	5	4.5	3	4	-1	3	1	-35	-34
COC(=O)Cc1c(O)ccn(CCc2ccc(OC)c(OC)c2)c1=O	3	0.2	-6	8	0	-12	4	5	1
C(=NC12CN3CN(CN(C3)C1)C2)c1ccc2c(c1)OCO2	7	-0.9	2	-1	0	14	-5	0	4
CNC(=O)/C(C#N)=C/c1c(F)cccc1Cl	-4	0.1	-15	3	1	-7	-1	17	-8
O=C(O)c1ccc2c(c1)N(Cc1cccc(F)c1)C(=O)CS2	17	-2.9	10	0	1	-34	2	-54	-8
C(=C\c1ccco1)/c1nc2ccccc2[nH]1	2	0.4	-6	6	-1	-2	1	5	-3
CC(=O)Nc1nc(C)c(-c2csc(Nc3ccccn3)n2)s1	-7	1.4&-0.8	13&-1	0&-1	-2&1	14&-3	-2&-3	5&7	-1&7
Cc1ccc(NC(=O)Cn2nc(C(F)(F)F)c3c2CCC3)cc1	-2	-7.2	12	7	0	3	-3	6	-12
COc1cc(/C=N/NC(=O)c2cc(C3CC3)[nH]n2)ccc1O	x	-1.1	0	-2	3	-3	4	10	-1
S=C(Nc1cccc(Cl)c1)Nc1cccc2cnccc12	-11	-2.6	-3	14	14	32	7	37	-3
CSc1ccccc1NC(=O)c1ccc(C)o1	2	1.3	-14	3	1	11	1	-1	-10
O=C1CC(N2CCC(c3nc4ccccc4o3)CC2)C(=O)N1c1ccc(Cl)c(C(F)(F)F)c1 (centres undefined)	6	4.0	-12	3	-2	-13	-2	-25	1
O=S(=O)(c1ccc(Cl)c(NC(=S)N/N=C/c2c(F)cccc2F)c1)N1CCOCC1	4	2.1	-13	6	0	-1	1	-8	-5
Cc1ccc(C)c(N2CCN(C(=O)CCNC(=O)Cn3ccc4ccccc4c3=O)CC2)c1	4	-0.7	9	2	-6	14	-4	-16	2
CNS(=O)(=O)c1cccc(C(=O)OCc2csc(-c3ccccc3)n2)c1	-7	1.8	2	2	0	0	-5	-18	-8
CCOC(=O)N1CCN(CC(=O)N2c3ccccc3CCc3ccccc32)CC1	2	-0.1	-18	5	-1	-10	0	-11	-6
COc1ccc(-c2nc(N)n(C(=O)c3ccccc3)n2)cc1	2	-0.9	-15	7	0	13	0	10	-6
CCN(CC)CCCNC(=O)c1cc2nc3c(c(C(F)(F)F)n2n1)CCc1ccccc1-3	-1	-1.5	15	12	-1	-21	8	-14	0
Cc1ccc(Cl)cc1-c1ccc(/C=N/n2cnnc2)o1	10	0.2	1	7	-1	-12	0	-15	8
CC(C)CN(CC(C)C)C(=O)C12CCC(C)(C(=O)O1)C2(C)C (centres undefined)	10	-1.0	-4	2	-1	-2	-3	-1	-7
CCC(C)c1ccc(O)c(NC(=S)NC(=O)c2cccnc2)c1 (centres undefined)	2	-0.5	7	8	1	-5	-1	15	11
COc1ccc(OC)c(C2=NOC(C(=O)NCC3CCCO3)C2)c1 (centres undefined)	-4	1.7	-20	8	-2	-10	4	-11	-2
CC1CN(C(=O)COC(=O)[C@@H]2CC(O)CN2S(=O)(=O)c2ccc3c(c2)OCCO3)CC(C)O1 (some centres undefined)	3	1.6	-12	3	3	10	-4	13	5
N#Cc1c(C(F)(F)F)cc(-c2ccc(Cl)cc2)[nH]c1=O	5	0.2	-17	7	8	-19	-1	-31	2
CCc1ccc(NC(=O)CN2C(=O)CSC2=O)cc1	-1	1.5	-32	2	-2	-8	2	3	-2
